# High-throughput results from PubChem.
# NPY-Y2 PAM-ag – NPY-Y2 potentiators or agonists, primary screen, cell-based. cells expressing NPY-Y2, potentiator/agonist read-out. activation, % at 3.6 µM. 220,000 tested, 0.45% active. AID 1359, 2008; in the data active means activation above about 27%;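 further: cells stimulated with NPY near EC25 plus isoproterenol at EC100; 0% = vehicle plus submaximal agonist and 100% = vehicle plus saturating agonist; some results beyond the cut were filed as inactive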
# Mdm2 ligase inh – MDM2-luciferase reporter signal enhancers, primary screen, MDM2 E3 ligase inhibitor project, cell-based, luminescence, 1536-well; E3 ubiquitin-protein ligase Mdm2 (Homo sapiens), Q00987; signal enhancement, % at 5 µM; 210,000 tested, 0.11% active; cell-based MDM2 ubiquitination luciferase reporter, 2 h; 0 = plate control, 100 = twice control, blank-subtracted; AID 1230, 2008;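 active means signal enhancement of 30% or more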;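 further: luminescence tracks abundance of the self-degrading MDM2-luciferase fusion protein; higher signal means inhibition of MDM2 E3 ligase activity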
#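 Assay system: stable mammalian line carrying autodegrading MDM2–luciferase fusion reporter; amount: 2000 cells seeded into each well; buffer or medium: DMEM; benchmarks: plate control and blank wells; signal: luciferase luminescence; timing: 2 h compound exposure at 37 °C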
# Ba/F3 V617F tox – reduced viability of JAK2V617F-dependent Ba/F3 cells, primary screen, JAK2V617F inhibitor project, cell-based, Ba/F3 EpoR-JAK2V617F, luminescence. ATP luminescence. inhibition, % at 5.6 µM. 220,000 tested, 1.1% active. AID 1446, 2008;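 active means inhibition above the campaign mean plus 3 SD over all tested compounds, cut at about 24% in these data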;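 further: cytokine-independent growth of Ba/F3 cells driven by EpoR plus mutant JAK2; 0% = DMSO-treated cells and 100% = JAK inhibitor I control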
# S1P4 antagonist – S1P4 receptor antagonists, primary screen, cell-based | S1P4-expressing cells, antagonist mode, reporter read-out | inhibition, % at 4.98 µM | AID 1510, 2009 | Sphingosine 1-phosphate receptor 4 (Homo sapiens), O95977 | 220,000 tested, 0.26% active; in the data active means inhibition above about 29%;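 further: 0% = wells stimulated with agonist and 100% = vehicle wells without agonist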
# Wee1 degr inh – Wee1 degradation inhibitors, primary screen, cell-based, HeLa, Wee1K328M-luciferase, luminescence; Wee1-like protein kinase (Homo sapiens), P30291; HeLa Luc-Wee1K328M stability; 100% = proteasome inhibitor MG132 effect; reporter increase, % at 5 µM; 220,000 tested, 1.2% active; AID 1321, 2008;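 active means activation above the mean of all tested compounds plus 3 SD, set per screening run, cut at about 8.8% in these data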;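 further: cells exposed to compound for 20 h before luminescence read; 0% = DMSO alone and 100% = MG132 at 30 µM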
# PERK inhibitor – block of dimerizer-induced PERK translation repression, primary screen, PERK inhibitor project, CHO PERK-DD cells, SEAP luminescence, HTS; Eukaryotic translation initiation factor 2-alpha kinase 3 (Homo sapiens), Q9NZJ5; 220,000 tested, 0.17% active; CHO PERK-DD fusion, SEAP luminescence translation reporter; inhibition, % at 5.6 µM;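 active means inhibition above the mean inhibition of all tested compounds plus 3 SD, set separately per screening campaign, cut at about 2.9% in these data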;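 further: PERK kinase domain activated by AP20187 dimerizer at 100 nM; 0% = DMSO with dimerizer and 100% = rapamycin at 8.4 µM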
# Target sequence (Q9NZJ5 whole entry, looked up, the tested form may be a part): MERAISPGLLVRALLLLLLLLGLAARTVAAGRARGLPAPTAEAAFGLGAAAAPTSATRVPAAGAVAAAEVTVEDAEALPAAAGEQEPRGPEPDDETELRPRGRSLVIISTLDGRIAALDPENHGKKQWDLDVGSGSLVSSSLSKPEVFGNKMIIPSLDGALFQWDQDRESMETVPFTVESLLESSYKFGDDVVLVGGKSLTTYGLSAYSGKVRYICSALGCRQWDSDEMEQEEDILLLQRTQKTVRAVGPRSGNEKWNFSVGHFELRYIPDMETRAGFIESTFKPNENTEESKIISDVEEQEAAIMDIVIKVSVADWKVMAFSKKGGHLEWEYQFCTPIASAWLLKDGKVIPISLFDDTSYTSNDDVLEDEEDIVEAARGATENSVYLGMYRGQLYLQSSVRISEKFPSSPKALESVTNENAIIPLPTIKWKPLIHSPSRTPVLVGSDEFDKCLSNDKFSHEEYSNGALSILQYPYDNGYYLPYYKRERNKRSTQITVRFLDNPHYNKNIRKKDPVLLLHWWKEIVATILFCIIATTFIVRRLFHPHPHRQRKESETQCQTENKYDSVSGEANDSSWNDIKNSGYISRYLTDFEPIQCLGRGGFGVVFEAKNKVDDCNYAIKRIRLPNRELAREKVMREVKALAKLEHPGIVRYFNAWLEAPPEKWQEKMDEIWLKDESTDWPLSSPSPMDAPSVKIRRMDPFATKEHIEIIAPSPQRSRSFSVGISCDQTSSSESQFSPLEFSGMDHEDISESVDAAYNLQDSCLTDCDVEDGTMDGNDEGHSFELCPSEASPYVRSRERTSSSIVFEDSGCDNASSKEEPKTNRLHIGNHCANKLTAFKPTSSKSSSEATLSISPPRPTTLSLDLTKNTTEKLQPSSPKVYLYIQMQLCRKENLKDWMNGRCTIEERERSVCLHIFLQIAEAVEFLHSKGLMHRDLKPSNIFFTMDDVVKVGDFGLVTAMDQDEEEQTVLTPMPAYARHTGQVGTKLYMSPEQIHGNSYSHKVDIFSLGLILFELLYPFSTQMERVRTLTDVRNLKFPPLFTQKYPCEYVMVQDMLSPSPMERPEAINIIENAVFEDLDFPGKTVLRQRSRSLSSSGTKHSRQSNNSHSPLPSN
# eIF4E 4G PPI – eIF4E–eIF4G protein interaction inhibitors, primary screen, biochemical, uHTS, TR-FRET, eIF4GI fragment; TR-FRET eIF4E-eIF4GI(517-606) binding, 2 h; 220,000 tested, 0.37% active; inhibition, % at 21.7 µM;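 active means inhibition above about 30%, limit read from the data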;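 further: 0% = full FRET control wells and 100% = background wells lacking eIF4GI fragment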
# BaF3 parental – parental Ba/F3 cell viability inhibition, counter-screen for JAK2V617F inhibitor project, murine pro-B, CellTiter-Glo luminescence. CellTiter-Glo ATP luminescence. inhibition, % at 5.6 µM. 220,000 tested, 1.1% active;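 active means inhibition above a per-campaign cutoff, the mean inhibition of all tested compounds plus 3 SD, cut at about 27% in these data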;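 further: 0% = DMSO wells and 100% = JAK Inhibitor I control wells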
# S1P4 agonist – S1P4 receptor agonists, primary screen, cell-based. AID 1509, 2009. 220,000 tested, 0.35% active. Sphingosine 1-phosphate receptor 4 (Homo sapiens), O95977. S1P4-expressing cell line, agonist reporter assay. activation, % at 4.98 µM; in the data active means activation above about 11%;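 further: 0% = DMSO vehicle and 100% = reference agonist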
# Starred values were filed as active, the others as inactive; . = no result given; [ ] = another dose, or the depositor's remark.
SMILES,NPY-Y2 PAM-ag,Mdm2 ligase inh,Ba/F3 V617F tox,S1P4 antagonist,Wee1 degr inh,PERK inhibitor,eIF4E 4G PPI,BaF3 parental,S1P4 agonist
CCN(C(=O)COc1ccccc1[N+](=O)[O-])C1CCS(=O)(=O)C1 (stereo not drawn),-11,-12,2,0,-2,0.9,3,6,0.4
COc1ccc(CNC(=S)Nc2cc(OC)ccc2OC)cc1,9,-2,-2,3,0,1.6,12,6,0.5
c1ccc(-c2n[nH]c3c2CCC3)cc1,-2,-2,1,2,2,-0.1,2,3,8.5
C=CCON1C(=O)C(=O)N(OCC=C)[C@H]2CCCC[C@H]21,30,-8,-4,-14,-3,0.1,-2,1,-2.3
COc1ccc(CNC(=O)COC(=O)Cc2ccc(Cl)cc2Cl)cc1,3,-8,-2,-18,0,0.6,-1,5,-0.8
CCCC(c1nnnn1CS(=O)(=O)c1ccc(C)cc1)N1CCN(c2ccccc2)CC1 (stereo not drawn),15,5,-2,-10,0,1.1,-2,4,-0.8
O=C(COC(=O)c1ccc(F)cc1)Nc1nc2ccc([N+](=O)[O-])cc2s1,-23,.,0,7,0,1.6,2,7,1.6
CCCCOc1ccc(S(=O)(=O)NC(=O)NCc2ccc(OCCC)cc2)cc1,-3,-2,1,6,-2,-0.1,2,0,1.7
CC(C)=CC(=O)OCC(=O)Nc1cccc([N+](=O)[O-])c1,0,-15,0,-18,-1,-0.9,2[fluorescence artefact?],7,3.0
CCNc1nc(SC(C)C(=O)Nc2ccccc2)nc(N(C)C)n1 (stereo not drawn),2,8,1,-6,0,-0.1,1,4,0.0
CC1CCCCC1NC1=NCCCS1 (stereo not drawn),5,-7,-1,-4,2,1.5,3,2,0.7
CC(OC(=O)C1=Cc2ccccc2OC1)C(=O)NCc1ccco1 (stereo not drawn),6,4,2,0,4,1.0,0,4,-0.1
O=C(N/N=C/c1ccccn1)c1ccc([N+](=O)[O-])cc1,5,0,-2,-6,8,1.5,3,-3,-0.2
CCOc1ccc(N2CC(C(=O)OC)CC2=O)cc1 (stereo not drawn),-6,-2,5,1,6,0.3,-17,5,-0.3
CCn1c(CNc2ccc(C)cc2)nnc1SCC(=O)NCc1ccccc1,3,.,-4,-3,1,-0.1,0[fluorescence artefact?],5,-2.5

# 7 compounds out of the list above, ordered by the number in eIF4E 4G PPI, rising.
structure	NPY-Y2 PAM-ag	S1P4 antagonist	Wee1 degr inh	PERK inhibitor	eIF4E 4G PPI	S1P4 agonist
CCOc1ccc(N2CC(C(=O)OC)CC2=O)cc1 (stereo not drawn)	-6	1	6	0.3	-17	-0.3
C=CCON1C(=O)C(=O)N(OCC=C)[C@H]2CCCC[C@H]21	30	-14	-3	0.1	-2	-2.3
COc1ccc(CNC(=O)COC(=O)Cc2ccc(Cl)cc2Cl)cc1	3	-18	0	0.6	-1	-0.8
CC(OC(=O)C1=Cc2ccccc2OC1)C(=O)NCc1ccco1 (stereo not drawn)	6	0	4	1.0	0	-0.1
CCNc1nc(SC(C)C(=O)Nc2ccccc2)nc(N(C)C)n1 (stereo not drawn)	2	-6	0	-0.1	1	0.0
O=C(COC(=O)c1ccc(F)cc1)Nc1nc2ccc([N+](=O)[O-])cc2s1	-23	7	0	1.6	2	1.6
COc1ccc(CNC(=S)Nc2cc(OC)ccc2OC)cc1	9	3	0	1.6	12	0.5

# The results go on:
SMILES,NPY-Y2 PAM-ag,Mdm2 ligase inh,Ba/F3 V617F tox,S1P4 antagonist,Wee1 degr inh,PERK inhibitor,eIF4E 4G PPI,BaF3 parental,S1P4 agonist
O=C(NCCC1=CCCCC1)C1CCN(S(=O)(=O)c2cccs2)CC1,3,-14,-1,-1,-1,-0.1,9,5,2.7
O=C(O)C1CCCN1C(=O)OCC1c2ccccc2-c2ccccc21 (stereo not drawn),-14,10,-1,-19,-1,1.5,2,2,1.0
CS(=O)(=O)N1CCN(C/C=C/c2ccccc2)CC1,-3,-14,2,-5,-1,0.2,6,9,-0.6
CC(=O)Nc1ccc(-c2nn[nH]n2)cc1Cl,-8,-12,0,-9,0,1.3,0,2,0.6
OC(COC1CCCCC1)CN1CCN(c2ccccc2)CC1 (stereo not drawn),0,-15,1,8,0,0.4,-10,1,1.4
CCOc1ccc(CN(CCO)CCO)cc1[N+](=O)[O-],-1,-1,-6,-15,9.0*,1.8,-11[fluorescence artefact?],1,-1.1
CS(=O)(=O)c1ccc(Cl)c(NC(=O)COC(=O)c2ccc(F)cc2Cl)c1,-3,-4,-4,-5,2,0.5,3,-3,-0.9
CCOC(=O)C1CCCN(S(=O)(=O)c2ccccc2)C1 (stereo not drawn),-31,7,5,8,-2,0.2,-5,6,1.0
OC1CCN(c2ncnc3c2nnn3Cc2c(F)cccc2Cl)CC1,8,-12,-3,-9,0,1.1,-7,1,0.1
CCn1cc(C(=O)O)c(=O)c2cc(F)c(N3CCN(S(=O)(=O)c4ccc5c(c4)OCCO5)CC3)cc21,6,0,-2,3,0,2.0,3,1,2.7
CN(C)c1nnnn1-c1ccc(Cl)cc1Cl,2,-23,4,4,3,-0.1,3,3,-2.7
Cc1csc2c(N3CCN(C(=O)Nc4ccccc4)CC3)ncnc12,4,-2,-1,-19,1,0.5,-4,3,-0.7
Cc1nnc(NC(=O)c2nn(CC(C)C)c(=O)c3ccccc23)s1,-10,-6,4,1,10*,-0.9,-2,9,-2.2
Cc1c(C(=O)NNC(=S)Nc2cccc(Cl)c2)nnn1-c1ccccc1,-24,6,-3,-8,4,-1.3,-1,5,-0.1
COc1ccc(-c2cc(C(=O)OCC(=O)c3ccc(C)c([N+](=O)[O-])c3)c3ccccc3n2)cc1,2,-15,-1,-17,-4,1.1,5,5,1.9
O=S(=O)(c1ccc(S(=O)(=O)N2CCCC2)cc1)N1CCCCCC1,15,-17,-3,-3,0,0.5,-6[fluorescence artefact?],0,1.5
CCOc1ccc(C(=O)NCC(=O)OCc2c(F)cccc2Cl)cc1OCC,-3,-11,0,-12,0,-0.1,6,2,2.4
CCCC(=O)c1cc2cc(Cl)ccc2oc1=O,-6,-2,5,4,-4,1.7,1,8,1.7
COc1cccc(C2NC(=S)NC(C)=C2C(=O)c2ccccc2)c1OC (stereo not drawn),4,3,84*,-22,1,0.8,1,78*,-0.4
CCC1CCCCN1C(=O)CSC1=NN2CCCC(=O)N=C2S1 (stereo not drawn),12,-1,-1,-3,5,-1.3,-2,5,1.2
CCOC(=O)CC(=O)CSc1nc2c(C)c(C)ccc2cc1C,-15,4,0,8,5,0.2,1,2,1.0
O=C(Nc1cccc(C(F)(F)F)c1)c1cccnc1N1CCCC1,5,-16,0,-13,1,0.2,-3,4,2.5
Cc1ccc(CNC(=O)CSc2nnnn2C)cc1,-14,-26,-2,-7,0,1.0,1,3,0.8
Cc1ccc2nc(N3CCN(c4cccc(C)c4C)CC3)c3nnnn3c2c1,-7,-10,1,-13,10*,-0.7,-32,-3,-0.7
COc1ccc(/C=c2\s/c(=C\C(=O)C(C)(C)C)[nH]c2=O)cc1O,-32,.,-4,-12,-1,1.6,2,-7,0.2
CCN(CC)c1cc(C)c2cc(NC(=O)c3cccs3)ccc2n1,28*,0,-4,-9,-1,0.2,-1,-2,-0.5
CCCc1nnc(NC(=O)c2cccs2)s1,-11,-15,-2,10,1,1.6,1[fluorescence artefact?],1,-1.9
Cc1cc(C(=O)OCC(=O)Nc2ccccc2F)c(C)o1,-11,-6,-4,-17,3,1.2,4,1,1.4
O=C(CSc1nnc(Cc2ccccc2)n1-c1ccc(Cl)cc1)N1CCOCC1,11,-22,-3,-11,-1,-1.2,2,2,-0.9
Cc1cc2nnc(SCC(=O)NCC3CCCO3)n2c2ccccc12 (stereo not drawn),-13,-5,-2,11,6,1.6,1,1,-0.3

# Record cards (already shown).
# CCCc1nnc(NC(=O)c2cccs2)s1 is listed with NPY-Y2 PAM-ag = -11; Mdm2 ligase inh = -15; Ba/F3 V617F tox = -2; S1P4 antagonist = 10; Wee1 degr inh = 1; PERK inhibitor = 1.6; eIF4E 4G PPI = 1[fluorescence artefact?]; BaF3 parental = 1; S1P4 agonist = -1.9
# CCOc1ccc(C(=O)NCC(=O)OCc2c(F)cccc2Cl)cc1OCC is listed with NPY-Y2 PAM-ag = -3; Mdm2 ligase inh = -11; Ba/F3 V617F tox = 0; S1P4 antagonist = -12; Wee1 degr inh = 0; PERK inhibitor = -0.1; eIF4E 4G PPI = 6; BaF3 parental = 2; S1P4 agonist = 2.4
